Screening data from PubChem.
Growth percent in the NCI-60 one-dose screen (48 h, 10 µM unless noted): 100 = growth as untreated, 0 = no growth, -100 = all killed.
UO-31 = UO-31 renal cancer; AID 1794768; 81,000 compounds, 5.2% hits
CAKI-1 = CAKI-1 renal cancer | 75,000 compounds, 4.7% hits
U251 = U251 CNS tumor cells; 80,000 compounds, 5.4% hits; AID 1794753
ACHN = ACHN renal cancer; 81,000 compounds, 4.9% hits; AID 1794771
A498 = A498 renal cancer cells; 76,000 compounds, 5.4% hits
RXF 393 = RXF 393 renal cancer cells | 77,000 compounds, 6.9% hits | AID 1794773
786-0 = 786-0 renal cancer cells; 81,000 compounds, 5.1% hits
SN12C = SN12C renal cancer cells; 81,000 compounds, 3.8% hits
TK-10 = TK-10 renal cancer cells; 81,000 compounds, 3.9% hits; AID 1794769
* marks the source's active call; other numbers are inactive results; · = not tested or not shown; & = joins results of further samples; ! = not active in a repeat. How the source made its calls: active means growth percent below 10; inactive means the rest.

structure	CAKI-1	TK-10	A498	SN12C	786-0	U251	RXF 393	UO-31	ACHN
COc1ccc(-c2cc(-c3ccc(OC)cc3)nc(NCCCNc3ccnc4cc(Cl)ccc34)n2)cc1	75.3	126.7	23.2	-62.3*	-88.6*	70.7	24.2	48.9	96.2
CCN1CCN(C(=O)[C@]23CC[C@@H](C)[C@H](C)[C@@H]2C2=CC[C@@H]4[C@@]5(C)C/C(=C/c6ccco6)C(=O)C(C)(C)[C@@H]5CC[C@@]4(C)[C@]2(C)CC3)CC1	54.6	97.7	106.5	61.6	64.3	62.0	54.1	46.0	68.0
CCN1CC2=C(Nc3nc(SC)[nH]c(=O)c3C2c2ccc(C)cc2)/C(=C/c2ccc(C)cc2)C1 (stereo not drawn)	90.6	·	76.1	92.8	104.8	87.5	95.7	66.9	96.1
COC1OC2=NN=C(C)C2C2(C(=O)Nc3ccccc32)C1OC (stereo not drawn)	93.0	131.5	102.3	96.9	107.3	107.4	111.7	71.8	96.2
C[N+](C)(C)CCOC(=O)C1CCC[N+](C)(Cc2ccccc2Cl)C1 (stereo not drawn)	93.7	101.1	98.8	99.3	98.2	98.7	104.9	89.8	99.4
Fc1cc2c(cc1Cl)N(c1ncnc3ccc(-c4cnc5cnccn45)cc13)CC2	62.8	96.9	45.6	79.3	81.1	91.1	62.0	42.1	60.4
O=C(NNc1ccccc1)C1CCCN1 (stereo not drawn)	13.5	84.6	103.1	85.4	89.2	82.3	107.4	33.0	20.0
NC(=O)C(=O)NCCCCCCC(=O)Nc1ccccc1	95.3	113.7	85.9	106.2	90.6	95.4	104.2	91.4	110.1
CC(C)(C)n1cc(-c2ccnc(NCCNS(=O)(=O)c3ccccc3)c2)c(-c2cccc(O)c2)n1	63.8	92.0	55.1	71.8	18.5	52.0	61.6	61.3	67.1
Cc1c(Cc2ccccc2)c(=O)oc2c(C)c(OCc3nnc(SC/C=C/c4ccccc4)o3)ccc12	·	106.6	92.8	100.6	95.4	99.3	105.1	80.8	108.1
Cc1[nH]c(C(=O)Nc2ccc(C(N)=O)cc2N2CCOCC2)c(Cl)c1Cl	104.0	129.1	74.5	91.5	90.8	89.8	101.8	86.0	90.8
N#Cc1cccc[n+]1Cc1ccccc1	97.8	114.1	139.0	·	93.9	95.7	189.0	80.9	89.9
Cc1cc2c(C(C)C)c(O)c(O)c(C=NCCCCCCC(=O)O)c2c(O)c1-c1c(C)cc2c(C(C)C)c(O)c(O)c(C=NCCCCCCC(=O)O)c2c1O	63.3	17.3	36.6	35.7	38.2	14.3	34.2	28.8	42.1
CN1C2CCC1/C(=C\c1ccc(Cl)cc1)C(=O)/C2=C/c1ccc(Cl)cc1	68.0	79.0	78.5	63.2	75.4	13.6	87.2	58.4	75.7
Cc1ccc(-c2nnc(Cn3ccnc3)o2)cc1	81.6	137.8	105.8	94.5	97.6	97.4	·	75.6	97.8
O=C(O)c1ccccc1CC(CCc1ccccc1)C(=O)O (stereo not drawn)	101.5	101.9	85.9	99.8	111.2	98.2	120.5	76.8	92.3
Fc1ccc2[nH]cc(-c3nc(-c4c[nH]c5ccncc45)cs3)c2c1	-17.4*	-37.4*	62.1	-49.8*	-92.9*	-81.8*	-84.6*	-69.9*	-78.2*
COc1cc(C=O)ccc1OC(=O)c1cc(-c2ccc(Cl)cc2)n(-c2ccc(S(C)(=O)=O)cc2)n1	88.7	176.1	120.8	92.0	105.4	95.9	103.0	68.2	98.6
N#Cc1c(-c2ccc(F)cc2)cc(-c2ccccc2Br)[nH]c1=O	97.5	95.4	90.1	105.4	98.2	96.9	104.7	91.9	97.0
O=C(/C=C/c1ccccc1)c1cccs1	93.7&99.9	103.0&95.5	91.6&94.4	94.1&96.7	94.2&89.5	85.9&80.8	102.4&106.2	94.1&88.9	110.4&100.1
O=C(Nc1c[nH]c(=O)[nH]c1=O)OCc1ccccc1	104.7	113.7	103.2	97.5	111.0	100.6	111.3	83.2	111.3
O=C1c2ccccc2S(=O)(=O)N1CCCN1C(=O)c2ccccc2S1(=O)=O	93.7	102.2	94.7	102.2	105.5	102.2	122.7	78.9	97.0
COc1cc(C)cc2oc3oc(=O)c(C(=O)c4cc5cc(Br)ccc5o4)cc3c(=O)c12	91.8	120.5	92.2	97.6	110.2	101.8	115.9	72.7	95.8
CN(C)c1ccc(NC(=O)Cc2ccc(/C=C/C(=O)c3ccccc3O)cc2)cc1	84.8	89.6	101.2	·	94.1	83.3	93.5	74.7	98.2
CCNCCCCCCNc1cc(OC)cc2cccnc12	97.0	109.8	67.9	93.4	109.7	100.0	107.7	54.8	103.5
CC1SC(c2cccs2)N(Nc2ccccc2)C1=O (stereo not drawn)	94.2	93.0	82.8	102.2	96.0	99.3	106.1	92.4	105.8
CN(C)c1cccc2c(S(=O)(=O)Nc3cccc(-c4csc(NC(=O)CN5CCN(CCO)CC5)n4)c3)cccc12	65.0	74.5	67.5	81.7	64.2	83.2	97.9	59.6	63.4
CC(=O)Nc1sc2c(c1C(=O)NC(C)(C)C)CCCC2	94.1	116.0	·	104.1	102.0	99.5	129.3	72.6	97.7
Cc1nn(-c2ccccc2)c(N2CCCC2)c1-c1nc2ccc(C(=O)O)cc2[nH]1	80.1	107.4	78.2	93.5	101.8	102.4	117.0	86.7	99.6
O=C1COCCN1c1ccc(Nc2nc(Cl)nc(NCCNc3nc(Cl)nc(Nc4ccc(N5CCOCC5=O)cc4)n3)n2)cc1	103.9	90.5	100.0	99.7	100.7	97.7	102.7	96.4	97.4
COC(=O)c1ccc(F)cc1	117.3	103.7	106.2	89.2	101.6	103.3	121.8	99.2	97.1
O=C(CCCn1c(=O)c2sc3ccccc3c2n2nnc(-c3ccccc3)c12)NCCc1cnc[nH]1	14.9	-62.4*	95.6	-78.0*	-77.7*	-51.2*	-46.2*	-79.3*	-37.9*
O=C(/C=C/c1c(-c2ccccc2)[nH]c2ccccc12)S(=O)(=O)c1ccccc1	199.9	121.0	53.8	73.6	74.4	76.5	·	31.0	71.8
CCOc1cc(-c2ccc[nH]2)[nH]c1/C=C1\N=C(C)C(C(=O)OC)=C1C	-49.2*	-85.8*	-74.0*	-75.8*	-50.2*	-62.4*	-72.5*	-79.9*	-76.8*
CC(C)(C)n1cc(-c2ccnc(NCCNS(=O)(=O)c3cccc(F)c3)c2)c(-c2cccc(O)c2)n1	103.6	106.2	68.7	88.7	83.6	69.3	93.4	80.6	100.4
CCCCCC1c2cc(O)ccc2OC1N1CCOCC1 (stereo not drawn)	103.0	136.9	112.2	82.9	104.0	104.3	121.2	90.5	93.8
O=C(Nc1cc(Cl)cc(Cl)c1)OC1CC2CC1C1CC3OC3C21 (stereo not drawn)	84.8	124.7	109.8	108.0	99.0	105.4	98.2	86.7	95.4
CCOC(=O)C1c2cccc(O)c2CCN1C(C)=O (stereo not drawn)	101.7	103.0	113.1	101.3	98.9	·	100.8	83.3	101.2
CC1NC(C)c2ccc3ccccc3c2O1 (stereo not drawn)	96.7	110.1	84.8	99.1	103.9	108.9	119.7	69.4	98.3
Cc1ccc(NC(=S)/N=c2/n(-c3ccccc3)nc3n2CCN3C2=NCCN2)cc1	86.0	97.5	81.2	100.0	53.5	108.0	101.4	92.4	105.9
N#Cc1c(NC(=O)c2ccc(F)c(Cl)c2)sc2c1CCC(=O)C2	-67.0*	15.3	·	4.4*	21.3	11.6	-60.5*	-99.0*	-98.8*
O=C1OC(=O)c2c1c1ccccc1c1ccccc21	90.6	89.6	89.4	99.7	99.1	94.3	·	82.6	101.9
CCCCCN(CCCCC)CC(=O)c1ccc2cc(Br)c3ccccc3c2c1	105.5	107.2	102.7	94.5	104.8	102.2	100.3	84.7	113.0
Cc1cc(C)c(C)c(C(=O)O)c1C	96.4	99.3	106.2	89.5	99.3	100.4	105.5	94.3	96.6
O=C(O)c1cc(F)cc(F)c1	91.1	98.2	97.5	96.2	93.4	91.8	92.5	89.6	101.1
CCOC(=O)C1=C(CC(C)(C)O)NC(=O)NC1c1ccccc1 (stereo not drawn)	95.0	102.4	106.9	98.3	107.5	103.9	116.7	84.8	102.2
CCCc1cc2c(OC)cc(-c3c(CC4OCCO4)cc4oc5ccccc5c(=O)c4c3O)c(O)c2c(=O)n1C	81.6	108.9	92.8	101.6	94.0	97.5	93.6	70.9	98.6
COC(=O)C1(O)NC(=C(C#N)C#N)C(C#N)=C1C(=O)c1cccs1 (stereo not drawn)	·	98.4	101.3	108.4	94.0	98.3	114.0	89.7	97.7
CCCC(O)C(CC)CO (stereo not drawn)	123.0	113.1	110.5	110.7	105.1	98.5	95.8	83.8	106.9
COc1ccc(-c2ccc(-c3ccc(C(=N)N)cn3)s2)cc1Cl	-98.4*	-73.1*	99.0	-81.0*	-61.3*	-62.2*	64.5	-89.9*	-98.2*
O=C(Cc1ccccc1Nc1c(Cl)cccc1Cl)N/N=C/c1sc(=S)[nH]c1O	80.0	91.6	·	90.7	97.2	68.2	87.3	93.9	104.8
NCCNC(=O)Cc1cccc2ccccc12	96.1	100.8	83.4	99.2	101.2	102.6	104.7	88.0	111.1
CCN(CC)C(=O)c1nnn(-c2ccc(N)cc2)c1C	88.8	94.9	105.1	·	103.9	91.7	112.8	81.9	102.1
Cc1ccc(C)c(N)c1	89.2	131.9	115.1	99.4	106.4	107.7	105.6	70.6	98.8
CNC(=O)c1cc(Oc2ccc3c(c2)sc2nc(-c4ccc(Br)cc4)cn23)ccn1	71.8	83.3	72.5	82.6	66.9	81.8	94.0	61.8	77.8
O=C1SC(c2ccccc2)=S=C1c1ccccc1	·	97.6	106.1	108.0	105.7	109.9	117.0	81.3	99.7
CCOC(=O)CCCCCN	96.5	·	127.9	99.1	105.1	104.4	·	86.7	99.3
COC(=O)[C@@H](Cc1c[nH]c2ccccc12)NC(=O)[C@H](Cc1ccccc1)NCc1ccncc1	91.9	98.1	100.0	100.2	103.9	92.7	102.5	71.9	108.5
CC1(C)CC(=O)C(CC2C(=O)CC(C)(C)CC2=O)C(=O)C1	87.7&104.6	97.7&103.6	99.8&103.9	92.2&105.7	93.8&102.3	92.5&109.5	93.9&116.9	85.6&83.3	102.3&110.7
CN(C)CCC(O)(c1ccccc1)c1ccccc1	·	90.7	104.5	106.6	101.6	108.5	118.2	93.3	·

In the list so far, two contain an aryl thioether with sulfur outside any ring.
structure	CAKI-1	TK-10	A498	SN12C	786-0	U251	RXF 393	UO-31	ACHN
CCN1CC2=C(Nc3nc(SC)[nH]c(=O)c3C2c2ccc(C)cc2)/C(=C/c2ccc(C)cc2)C1 (stereo not drawn)	90.6	·	76.1	92.8	104.8	87.5	95.7	66.9	96.1
Cc1c(Cc2ccccc2)c(=O)oc2c(C)c(OCc3nnc(SC/C=C/c4ccccc4)o3)ccc12	·	106.6	92.8	100.6	95.4	99.3	105.1	80.8	108.1

Among those listed so far, these contain a tert-butyl group:
structure	CAKI-1	TK-10	A498	SN12C	786-0	U251	RXF 393	UO-31	ACHN
CC(C)(C)n1cc(-c2ccnc(NCCNS(=O)(=O)c3ccccc3)c2)c(-c2cccc(O)c2)n1	63.8	92.0	55.1	71.8	18.5	52.0	61.6	61.3	67.1
CC(=O)Nc1sc2c(c1C(=O)NC(C)(C)C)CCCC2	94.1	116.0	·	104.1	102.0	99.5	129.3	72.6	97.7
CC(C)(C)n1cc(-c2ccnc(NCCNS(=O)(=O)c3cccc(F)c3)c2)c(-c2cccc(O)c2)n1	103.6	106.2	68.7	88.7	83.6	69.3	93.4	80.6	100.4

Additional structures.
structure	CAKI-1	TK-10	A498	SN12C	786-0	U251	RXF 393	UO-31	ACHN
Clc1ccc2c(N3CCN(c4ccnc(NC5CCCCC5)n4)CC3)ccnc2c1	57.8	61.1	-40.7*	·	49.4	40.4	57.6	22.4	45.5
CN(C)c1ccc(C(=O)C(O)c2ccccc2)cc1 (stereo not drawn)	97.2	91.7&110.9	85.2&88.8	102.6&105.7	103.2&104.4	94.3&110.9	101.9&120.7	81.0&102.2	101.5&114.8
CS(=O)(=O)c1ccc(-c2nn(-c3ccccc3)cc2/C=N/NC(=O)c2ccncc2)cc1	93.9	97.3	112.8	98.6	82.6	104.9	78.2	94.2	107.4
O=C1c2cc(F)ccc2Oc2cc([N+](=O)[O-])ccc2N1c1ccc(Br)cc1F	67.3	95.8	97.4	91.5	91.5	85.8	101.4	57.6	86.0
COc1ccc(C(c2ccccc2OC)c2ccccc2C(=O)O)cc1 (stereo not drawn)	96.9	106.3	105.6	91.7	98.8	107.7	129.1	91.5	95.5
C/C(=N/Nc1ccc([N+](=O)[O-])cc1[N+](=O)[O-])c1ccccc1	103.3	162.6	98.8	110.2	109.8	112.9	119.2	77.8	102.7
Nc1nc(=S)c2ncn(C3OC(CO)C(O)C3O)c2[nH]1 (stereo not drawn)	-8.9*!	-8.1*!	29.6&124.5	26.0&107.4	22.2&102.8	54.1&105.3	-8.4*!	19.8&95.4	17.2&111.6
COc1ccc(-c2nc3sccn3c2-c2ccnc(NCCNS(=O)(=O)c3ccc(C(F)(F)F)cc3)n2)cc1	17.0	30.2	·	17.3	18.4	15.4	18.5	19.0	3.8*
Nc1cc(Cl)ncn1	73.7	143.3	91.9	86.0	89.0	94.9	81.1	82.5	98.3
Cc1nc2ccc(Cl)cc2c(=O)[nH]1	·	96.0	·	105.0	98.3	104.8	104.9	88.8	103.8

Looked up above.
Reading of CN(C)c1ccc(C(=O)C(O)c2ccccc2)cc1 (stereo not drawn) in TK-10: 91.7&110.9
Reading of C/C(=N/Nc1ccc([N+](=O)[O-])cc1[N+](=O)[O-])c1ccccc1 in RXF 393: 119.2
